USP1 inh: inhibitors of human USP1/UAF1 deubiquitinase; recombinant USP1/UAF1, Ub-Rhodamine cleavage fluorescence; Potency, µM (series often up to 57.1 µM), for the others: at the highest dose activity change, negative = inhibition, usual class: inhibitors; 0.23% of 390,000 active; AID 743255; also: potency is read from the fitted curve at half-maximal effect; % is scaled to controls: 0 for no effect and ±100 for the full control effect; nearly all actives have a fitted effect of over 60% in size; inactives centre near -12
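1 nM enzyme complex + cpd, 15 min RT; start with Ub-Rho 150nM final; kinetic fluorescence ex 480/em 540, 6 reads q60 s. Buffer 50mM HEPES pH 7.8, 0.5mM EDTA, 0.1 mg/ml BSA, 1mM TCEP, 0.01% Tween-20.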
PI4K2A inh: inhibitors of human PI4K2A; Q9BTU6; purified PI4K2A, ADP-Glo luminescence, 1 h; hits give low values; activity change, negative = inhibition, % at 76.9 µM; 0.13% of 420,000 active; AID 1346378; in the data active = activity change below about -50%; inconclusive = mostly about -30% to -49%;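 also: -100% = wells without enzyme as full effect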
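ADP-Glo luminescence measured ADP generated by PI4K2A enzyme (4 ug/mL before mixing) with 1.2 mM PI substrate (pre-mix) and 300 microM ATP (pre-mix). Tris pH7.5 buffer with MgCl2, Triton X-100; 1 h reaction at ambient temperature.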
Tb PGK inh: inhibitors of T. brucei phosphoglycerate kinase | P07378 | PGK/GAPDH coupled, Kinase-Glo luminescence, 60 min | Potency, µM (top dose mostly 57.5 µM), for the others: at the highest dose activity change, negative = inhibition, most hits filed as inhibitors | 0.043% of 380,000 active; also: potency is read from the fitted curve at half-maximal effect; % is scaled to controls: 0 for no effect and ±100 for the full control effect; nearly all actives have a fitted effect of over 60% in size
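Recombinant glycosomal PGK reaction used 1,3-bisphosphoglycerate generated in-well by GAPDH (100nM final) in 100mM TEA pH 7.6, 5mM MgCl2, 0.01% Tween-20. After 60 minutes at room temperature, ATP was read by Kinase-Glo Plus luminescence end-point.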
TrxR1 substrate: is turned over as a substrate by rat TrxR1. O89049. purified TrxR1 substrate turnover, NADPH consumption readout. Potency, µM (titrated, usually from 114 µM), for inactives: at the highest dose activity change, negative = substrate turnover. 0.01% of 390,000 active. AID 588456; also: potency is read from the fitted curve at half-maximal effect; % is scaled to controls: 0 for no effect and ±100 for the full control effect; nearly all actives have a fitted effect of over 50% in size
Target sequence (O89049 whole entry, looked up): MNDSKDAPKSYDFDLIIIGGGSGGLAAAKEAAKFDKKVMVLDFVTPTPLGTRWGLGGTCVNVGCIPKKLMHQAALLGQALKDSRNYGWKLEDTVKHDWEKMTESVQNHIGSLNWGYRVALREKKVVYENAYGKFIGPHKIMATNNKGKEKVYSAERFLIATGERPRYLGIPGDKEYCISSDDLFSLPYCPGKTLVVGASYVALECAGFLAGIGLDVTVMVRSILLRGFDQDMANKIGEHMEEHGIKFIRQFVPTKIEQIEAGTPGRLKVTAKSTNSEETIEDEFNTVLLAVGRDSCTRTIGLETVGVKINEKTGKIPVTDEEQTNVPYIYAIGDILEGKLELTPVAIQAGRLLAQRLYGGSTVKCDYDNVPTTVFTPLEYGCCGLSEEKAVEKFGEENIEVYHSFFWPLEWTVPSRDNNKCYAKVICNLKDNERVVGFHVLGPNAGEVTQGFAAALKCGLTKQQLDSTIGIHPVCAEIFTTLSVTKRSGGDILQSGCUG
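Rat TrxR1, dispensed at 90 nM, was prereduced with 400 uM NADPH (final) for 5 min at ~22 deg C, then incubated with compound 15 min before 400 uM selenite. A first-read NADPH fluorescence drop versus no-compound background flagged substrates.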
GLS inh: blocks human kidney-isoform glutaminase activity; GLS enzymatic activity, qHTS titration; Potency, µM (series often up to 45.5 µM), without a hit: at the highest dose activity change, negative = inhibition, actives largely listed as inhibitors; 0.21% of 410,000 active; AID 624170; also: potency is read from the fitted curve at half-maximal effect; % is scaled to controls: 0 for no effect and ±100 for the full control effect
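hKGA in 45 mM KH2PO4 (pH 8.2), 0.02% Tween-20 with compound, then 1mM L-Glutamine (stock as added) plus glutamate oxidase/HRP/Amplex red coupling mix. Fluorescence read initially and after 30 min at RT; signal change reflects glutamate formation.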
HP1b binding inh: blocks HP1-beta chromodomain binding to methylated histone tails. P83916. AID 540317. Potency, µM (series often up to 114 µM), for the others: top-dose activity change, negative = inhibition, actives largely listed as inhibitors. 0.56% of 390,000 active. AlphaScreen HP1-beta / biotin-H3K9me3 peptide binding; also: potency is read from the fitted curve at half-maximal effect; nearly all actives have a fitted effect of over 70% in size; inactives centre near 23
Target sequence (P83916 whole entry, looked up): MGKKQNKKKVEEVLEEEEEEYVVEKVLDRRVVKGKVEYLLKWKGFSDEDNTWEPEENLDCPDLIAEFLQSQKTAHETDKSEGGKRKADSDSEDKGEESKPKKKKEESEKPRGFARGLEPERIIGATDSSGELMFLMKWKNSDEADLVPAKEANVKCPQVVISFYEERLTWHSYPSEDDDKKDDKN
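HP1-beta protein (50 nM final) preincubated 30 min at room temperature with biotinylated H3(1-18)K9me3 peptide (50 nM) in PBS pH 7.4, 0.01% Tween-20, then compound added for 30 min. AlphaScreen streptavidin donor/nickel chelate acceptor beads (10 ug/mL final), 30 min dark, luminescence read.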
TrxR1 inh: inhibitors of rat thioredoxin reductase 1. O89049. recombinant rTrxR1, NADPH fluorescence consumption, selenite substrate. Potency, µM (doses to about 114 µM), without a hit: top-dose activity change, negative = inhibition, hits mostly inhibitors. 1% of 390,000 active. AID 588453; also: potency is read from the fitted curve at half-maximal effect; % is scaled to controls: 0 for no effect and ±100 for the full control effect; nearly all actives have a fitted effect of over 65% in size
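Rat TrxR1 (90 nM in the dispensed reagent) was pre-reduced with 400 uM NADPH for 5 min at room temperature, then incubated with compound for 15 min. After 400 uM selenite was added, NADPH fluorescence (Ex 340/Em 450 nm) was followed for 8 min.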
mIDH1 inhibitor: blocks human mutant IDH1 R132H enzyme; O75874; IDH1-R132H enzyme, NADPH consumption, diaphorase/resazurin fluorescence; Potency, µM (doses to about 76.6 µM), for the others: at the top dose activity change, negative = inhibition, actives largely listed as inhibitors; 0.093% of 390,000 active; also: potency is read from the fitted curve at half-maximal effect; % is scaled to controls: 0 for no effect and ±100 for the full control effect; nearly all actives have a fitted effect of over 65% in size
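IDH1-R132H (0.5 ug/mL) preincubated 30 min with compound, then NADPH (0.016 mM) and alpha-KG (2 mM) added; 80 min at RT, pH 7.5. Remaining NADPH coupled via diaphorase/resazurin to fluorescence (540/590 nm); concentration-response curves normalized to no-enzyme control.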
Pin1 inhibitor: inhibitors of human Pin1. Q13526. Potency, µM (highest dose often 115 µM), without a hit: at the top dose activity, negative = inhibition, usual class: inhibitors. 0.009% of 390,000 active. Pin1 FP peptide displacement, HiFluor488, 10 min; active = well fitted inhibition curve with a large enough effect in the polarisation, with a control signal flat, not every such curve was filed as active; inconclusive = small, poorly fitted or top-dose-only effect, or effect the other way, or a change in a side signal; inactive = no such curve, though single readings can be large or run the other way; the % refers to the polarisation; also: potency is read from the fitted curve at half-maximal effect; % is scaled to controls: 0 for no effect and ±100 for the full control effect
Target sequence (Q13526 whole entry, looked up): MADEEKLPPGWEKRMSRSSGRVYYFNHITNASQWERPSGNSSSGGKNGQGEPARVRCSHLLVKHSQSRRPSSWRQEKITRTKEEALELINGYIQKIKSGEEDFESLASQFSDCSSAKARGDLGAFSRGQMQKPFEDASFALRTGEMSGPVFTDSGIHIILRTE
The depositor's hits bear a star; i = inactive; ? = inconclusive; nt = not tested or not shown; [ ] = dose if it differs, or a comment. Unless noted, calls follow the shape of the dose curve; as a rule, active = well fitted curve in the direction sought with a large enough effect; inconclusive = small, poorly fitted or top-dose-only effect, or another doubt; inactive = no such curve, though single readings can be large; an effect the other way counts as inactive or inconclusive. This is a subset; count on the stated rates, not on these rows.

Values run as follows: USP1 inh	PI4K2A inh	Tb PGK inh	TrxR1 substrate	GLS inh	HP1b binding inh	TrxR1 inh	mIDH1 inhibitor	Pin1 inhibitor
1: CCOC(=O)c1c(C)[nH]c(C)c1C(=O)COC(=O)C1CCCN1S(=O)(=O)c1ccccc1F (stereo unspecified)
→ -8%	3	1%	-3%	-1%	-8%	7%	-5%	-3%
2: COc1cc(OC)cc(C(=O)NCc2nc(-c3ccccc3)no2)c1
→ -11%	3	nt	-2%[57.1 µM]	-26%	26%	3%	9%	3%
3: COc1cc2cc(C(N)=O)c(N)nc2cc1OC
→ -8%	-3	i	200%[activator][57.1 µM]	-1%	22%	119%[activator][57.1 µM]	1%	3%
4: NC(=O)COC(=O)c1ccccc1SCC(=O)NC1CCCCCC1
→ -12%	-12	5%	-3%[57.1 µM]	0%	1%	-5%[57.1 µM]	-14%	2%
5: Cc1ccc2c(C)c(C(=O)NCc3ccc(S(N)(=O)=O)cc3)oc2c1
→ -3%	-2	i	4%[57.1 µM]	11%	18%	25%[57.1 µM]	21%	-10%
6: O=C(N1CCc2[nH]c3ccccc3c2C1)C(F)(F)F
→ -10%	-4	-12%	7%	11%	13%	?	-18%	-12%
7: CCOC(=O)c1ccc(NC(=O)CCc2c(C)nc3ncnn3c2C)cc1
→ -16%	1	-12%	-7%	-2%	36%	-9%	1%	-8%
8: COc1cc(/C=N/NC(=O)C(=O)NCc2ccco2)ccc1O
→ -5%	-7	-7%	-5%[57.1 µM]	?	24%	-11%[57.1 µM]	4%	-1%
9: Cc1ccc(CN(C(=O)COc2ccc(Br)cc2)C2CCS(=O)(=O)C2)o1 (stereo unspecified)
→ -21%	-1	0%	4%[57.1 µM]	35%[activator]	-8%	14%[57.1 µM]	-1%	-11%
10: CCOc1cc(N2CCOCC2)c(OCC)cc1NS(=O)(=O)c1ccc2c(c1)CC(=O)N2
→ -18%	3	-16%	nt	20%	nt	nt	-3%	nt
11: CN(Cc1ccccc1)C(=O)COC(=O)CN1C(=O)c2ccccc2C1=O
→ -19%	-9	0%	2%	-4%	19%	19%	5%	-2%
12: O=C(CSc1nc2ccccc2n1CCc1ccccc1)N1CCOCC1
→ -12%	5	-9%	-6%	-14%	39%	?	7%	-4%
13: CC(C)(C)OC(=O)C1=C(CO)CS[C@@H]2[C@H](NC(=O)Cc3ccccc3)C(=O)N12
→ -14%	-3	-1%	7%	0%	32%	?	-8%	2%
14: COc1ccc(C(=O)N2CCC(O)(c3ccc(Cl)cc3)CC2)cc1OC
→ -21%	4	-6%	4%	-9%	64%[activator]	25%	10%	-5%
15: CCCCN(C(=O)C1=COCCO1)c1c(N)n(Cc2ccccc2)c(=O)[nH]c1=O
→ -4%	-2	-8%	5%	-2%	7%	2%	3%	-6%
16: O=C1CC(=C(c2ccccc2)c2ccccc2)C(=O)N1CCCCN1CCN(c2cccc(Cl)c2)CC1
→ -24%	-7	-3%	7%	-11%	-22%	19%	6%	28%
17: Cc1nn(CC(O)Cn2cnc3c2c(=O)n(C)c(=O)n3C)c(C)c1Br (stereo unspecified)
→ -21%	5	0%	-1%	-10%	50%[activator]	2%	0%	-4%
18: Fc1ccccc1CSc1nnc(-c2cnccn2)n1Cc1ccco1
→ -13%	2	4%	2%	7%	8%	-10%	1%	0%
19: Cc1ccc2nc(CSc3nnc(NC(=O)CC(C)C)s3)cc(=O)n2c1
→ -15%	1	-6%	5%[57.1 µM]	2%	30%[57 µM]	19%[57.1 µM]	17%	1%
20: CN(C)c1ccc(C(=O)OCC(=O)NCC2CCCO2)cc1 (stereo unspecified)
→ -17%	-1	3%	-2%	nt	21%	-4%	7%	-6%
21: O=C(O)c1ccccc1C(=O)NNc1ccc(Cl)cc1Cl
→ -20%	2	nt	0%	12%	35%	9%	-7%	-3%
22: O=C(CN(Cc1ccco1)C(=O)c1ccc(F)cc1F)Nc1ccccc1C(F)(F)F
→ -7%	-3	-2%	-2%	-11%	35%	-16%	-11%	3%
23: COc1cc(CCC(=O)OCc2ccccc2C#N)cc(OC)c1OC
→ -23%	3	2%	0%[57.1 µM]	1%	25%	3%[57.1 µM]	-1%	-1%
24: Cc1ncc(CN2CCC(CO)(CCOc3ccccc3)CC2)s1
→ -14%	8	i	-3%	-9%	59%[activator]	18%	-5%	-4%
25: O=Cc1ccccc1Oc1ccccc1
→ -5%	4	-10%	-10%	18%	60%[activator]	-6%	3%	-2%
26: COc1ccc(-c2csc(C)n2)cc1Br
→ -14%	3	-2%	-5%	-1%	75%[activator]	6%	-7%	0%
27: COc1ccc(CCNC(=O)[C@@H](NC(=O)c2ccccc2F)C(C)C)cc1OC
→ -11%	0	-1%	4%[57.1 µM]	-13%	21%	11%[57.1 µM]	6%	-9%
28: O=C(O)C1C2C=CC(O2)C1C(=O)NCCc1cccc(Cl)c1 (stereo unspecified)
→ -5%	1	-12%	0%	-3%	46%[activator]	-7%	0%	-1%
29: CN1CCN(C(=S)NC(=O)c2ccc(S(=O)(=O)N3CCOCC3)cc2)CC1
→ -6%	0	-3%	-7%	1%	-18%	-5%	0%	-2%
30: O=C(CCCN1C(=O)c2ccccc2C1=O)Oc1ccc(Cl)cc1
→ -17%	-6	i	10%	-9%	129%[activator]	30%	2%	-5%
31: CC(NCc1ccc2c(c1)OCO2)c1ccccc1 (stereo unspecified)
→ -3%	-8	i	18%	3%	10%	47%[activator]	-1%	-1%
32: CC(=N/O)/C(=N\O)c1ccc(C)o1
→ 6%	-1	6%	-5%	20%	-3%	-8%	-4%	-1%
33: COc1ccc(NC(C)=O)c2nc(C)c(C)nc12
→ -9%	-7	-1%	-6%	-2%	43%	-4%	0%	-7%
34: CCN(CC)C(=O)Cn1cc(C(=O)C(=O)NCCc2ccccc2)c2ccccc21
→ -12%	-14	4%	-5%	3%	50%[activator]	3%	6%	5%
35: Cc1cccc(NCc2nc3ccccc3n2C)c1
→ -3%	-1	nt	1%	23%	20%	30%[57.1 µM]	2%	-4%
36: COC(=O)c1ccc(NC(=O)CC2C(=O)N(c3ccccc3)C(=O)N2C2CCCC2)cc1 (stereo unspecified)
→ -10%	-2	i	-3%[57.1 µM]	-4%	10%	26%[57.1 µM]	-3%	2%
37: COc1ccc(CCN2CC(C(=O)NCCN3CCCC3=O)CCC2=O)cc1 (stereo unspecified)
→ -18%	-1	-1%	-6%	-1%	27%	-9%	2%	-11%
38: CCCc1ccc2oc(C(=O)N3CCN(CCC(N)=O)CC3)c(C)c2c1
→ -23%	-7	-6%	-8%	-22%	37%[activator]	-21%	-5%	3%
39: Oc1ccc(-c2csc(Nc3ncccn3)n2)cc1O
→ -7%	-8	-4%	6%[57.1 µM]	?	71µM*	5%[57.1 µM]	6%	?
40: Cn1nnnc1SCC(=O)Nc1ccccc1Cl
→ 11%	0	1%	-2%	4%	19%	6%	-5%	8%
41: Cc1cccc(C)c1NC(=O)CS(=O)CC(=O)NCC1OCCc2ccccc21 (stereo unspecified)
→ 3%	6	0%	-1%	-1%	29%	14%	5%	-1%
42: Cc1cccc(C(CC(=O)N2CCCCC2)c2ccccc2)c1O (stereo unspecified)
→ -22%	5	-5%	-1%	9%	30%	12%	-8%	-1%

Of the compounds above, three have bromine:
Values run as follows: USP1 inh	PI4K2A inh	Tb PGK inh	TrxR1 substrate	GLS inh	HP1b binding inh	TrxR1 inh	mIDH1 inhibitor	Pin1 inhibitor
9: Cc1ccc(CN(C(=O)COc2ccc(Br)cc2)C2CCS(=O)(=O)C2)o1 (stereo unspecified)
→ -21%	-1	0%	4%[57.1 µM]	35%[activator]	-8%	14%[57.1 µM]	-1%	-11%
17: Cc1nn(CC(O)Cn2cnc3c2c(=O)n(C)c(=O)n3C)c(C)c1Br (stereo unspecified)
→ -21%	5	0%	-1%	-10%	50%[activator]	2%	0%	-4%
26: COc1ccc(-c2csc(C)n2)cc1Br
→ -14%	3	-2%	-5%	-1%	75%[activator]	6%	-7%	0%

Pulled one by one from the entries so far:
Values run as follows: USP1 inh	PI4K2A inh	Tb PGK inh	TrxR1 substrate	GLS inh	HP1b binding inh	TrxR1 inh	mIDH1 inhibitor	Pin1 inhibitor
36: COC(=O)c1ccc(NC(=O)CC2C(=O)N(c3ccccc3)C(=O)N2C2CCCC2)cc1 (stereo unspecified)
→ -10%	-2	i	-3%[57.1 µM]	-4%	10%	26%[57.1 µM]	-3%	2%
30: O=C(CCCN1C(=O)c2ccccc2C1=O)Oc1ccc(Cl)cc1
→ -17%	-6	i	10%	-9%	129%[activator]	30%	2%	-5%

Bioassay records from PubChem.
